CCHF vOTU inh: blocks the CCHF virus ovarian tumor domain protease. CCHFV vOTU protease, Pep-AMC fluorescence. inhibition, % at 11.5 µM. 0.55% of 370,000 active. AID 651958; in the data active means inhibition above about 30%; further: 0% = vehicle wells with enzyme and 100% = no enzyme wells
Yp Topo-I inh: Y. pestis Topo-I inhibition via cleavage products; Y. pestis Topo-I cleavage product accumulation, plate reader; activity, % at 10 µM; AID 504884; 0.064% of 360,000 active; in the data active means activity above about 50%, passing the limit was not always enough; further: inactives centre near 2
DUSP3 inh: blocks human VHR1 dual specificity phosphatase; P51452; recombinant VHR phosphatase, pNPP absorbance; inhibition, % at 13.3 µM; AID 1654; 0.52% of 290,000 active; in the data active means inhibition above about 50%; further: some compounds called inactive have numbers as strong as hits
PriA SSB inh: blocks PriA binding to SSB C-terminal tail. 0.6% of 430,000 active. inhibition, % at 33 µM. AlphaScreen SSBct-PriA binding, biotinylated peptide. AID 1272365; in the data active means inhibition mostly above about 37%, no sharp cut-off; inactive means mostly below about 20%;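 further: plate controls were negative control peptide for no effect and reference peptide for full effect; strong numbers were not always called active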
3CLpro inhibitor: SARS-CoV 3CLpro protease inhibition. recombinant SARS-CoV 3CLpro, quenched FRET peptide cleavage. inhibition, % at 6 µM. 0.14% of 290,000 active. P0C6X7; in the data active means inhibition above about 12%
TcdB inh: TcdB glycohydrolase inhibition; AID 652162; TcdB glycohydrolase enzymatic assay, plate reader; 0.24% of 350,000 active; inhibition, % at 9.99 µM; in the data active means inhibition above about 10%
BH1578 lux ind: inducers of Vibrio cholerae quorum light production without autoinducers. AID 588436. V. cholerae BH1578 lux reporter, luminescence, 6 h. activation, % at 18.7 µM. 0.16% of 350,000 active; in the data active means activation mostly above about 9.7%, no sharp cut-off; further: not every result past the cut was called active; inactives centre near 0; reference of the scale not given here
Rv3671c protease: inhibits the M. tuberculosis serine protease Rv3671c; P9WHR9; inhibition, % at 5.96 µM; 0.048% of 320,000 active; in the data active means inhibition above about 38%;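 further: extracellular domain of Rv3671c used as enzyme; 0% = enzyme with DMSO and 100% = no enzyme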
MazEF act: activators of E. coli MazEF toxin-antitoxin RNase; 0.32% of 350,000 active; activation, % at 20 µM; P0AE70; AID 504720; FAM/BHQ RNA-DNA oligo cleavage fluorescence, 5 h; in the data active means activation above about 50%
PrPC TRFRET: reduces human prion protein on the cell surface; P04156; 0.43% of 370,000 active; inhibition, % at 13.8 µM; AID 720596; cell surface PrPC, TR-FRET read-out; in the data active means inhibition above about 24%; further: 0% = median of the test wells and 100% = reference compound wells
An asterisk follows results filed as active; i = inactive; . = no result given; & = joins results of further samples. Not all compounds are listed; count on the stated rates, not on these rows.

SMILES | CCHF vOTU inh | Yp Topo-I inh | DUSP3 inh | PriA SSB inh | 3CLpro inhibitor | TcdB inh | BH1578 lux ind | Rv3671c protease | MazEF act | PrPC TRFRET
O=C(Nc1nc2ccc(F)cc2s1)c1ccc(N2CCCC2=O)cc1 | 10 | 9 | . | -5 | . | 1.0 | i | 5 | -26 | 3
Cc1ccc(S(=O)(=O)N2CCC(N3CCN(C)CC3)CC2)cc1Cl | 0 | -3 | 4 | 0 | -4 | 2.5 | -0.2 | 4 | -12 | 0
O=C(c1ccccc1)N1CCSc2sccc2C1=O | -5 | 1 | 5 | -10 | 0 | 0.0 | i | . | 7 | 1
CC(=O)c1cccc(N(CC(=O)NC2CCCCC2)C(=O)CNC(=O)c2cccs2)c1 | 5 | 5 | 11 | -6 | 0 | 2.0 | -0.2 | -8 | 2 | -4
COc1ccc(Cl)cc1C(=O)NC(=S)Nc1cc(-c2nc3ccccc3[nH]2)ccc1C | 18 | 4 | 21 | -8 | 5 | . | -0.7 | -121 | -6 | 9
Cc1cc(=O)c2cc(Br)ccc2n1CC(=O)NCc1ccccc1 | 1 | 0 | 14 | -1 | -2 | 1.9 | -0.3 | 2 | 13 | 0
O=C(CN1CCCCC1)Nc1c2c(nc3ccccc13)N(c1ccccc1)CC2 | -77 | 35 | 26 | -24 | 1 | 0.9 | -3.2 | 0 | 6 | 44*
COCCNc1nc(CSc2ccccc2)nc2sc(C)c(C)c12 | 9 | 38 | 0 | -30 | -1 | 2.4 | -0.4 | -4 | -4 | 0
CNC(=O)CN(C)S(=O)(=O)c1ccc(OC)c(Cl)c1 | 10 | -5 | 6 | -9 | 4 | . | 0.1 | 0 | -8 | 3
C#CCOC(=O)Nc1ccc(OCC(F)(F)F)nc1 | -12 | -11 | -19 | -11 | -4 | 0.3 | i | -4 | -2 | 4
Cc1cc(C)n2ncc(-c3cccc(Br)c3)c2n1 | 13 | 25 | 18 | -75 | -2 | -0.2 | i | -7 | 4 | 7
CCN(CC)S(=O)(=O)c1ccc(-c2nnco2)cc1 | 8 | 2 | 9 | -6 | -3 | . | i | 2 | -1 | -2
CC(=O)N1CCc2c(sc(NC(=O)c3ccc(S(=O)(=O)N(C)C)cc3)c2C#N)C1 | 6 | 10 | . | -21 | 1 | 0.0 | -0.2 | 4 | 5 | -2
Cc1cc2oc(=O)sc2cc1NS(=O)(=O)c1ccccc1 | 3 | -1 | 7 | 3 | -1 | 0.5 | i | -14 | 2 | -12
N#CC1(c2ccccc2)CCCN1C(=O)c1ccc(Br)o1 (configuration not stated) | -8 | -10 | -2 | 7 | -1 | 0.3 | -0.3 | 7 | 8 | 6
NC(=O)C1(N2CCCCC2)CCN(Cc2ccc(F)cc2)CC1 | -7 | 0 | -23 | -14 | -1 | . | i | 9 | -1 | -3
C=CCn1c(COc2ccccc2)nnc1SCC(=O)NCC(=O)OCC | 6 | -1 | 15 | -5 | -4 | . | i | 0 | 15 | 2
CCOC(=O)c1ccc(NC(=O)C2CCC(CNc3c(N4CCOCC4)c(=O)c3=O)CC2)cc1 (configuration not stated) | -4 | -2 | -16 | -5 | -3 | 0.5 | -0.3 | -1 | 1 | 5
CCOc1ccc(-n2cnc3scc(-c4ccc(OC)c(OC)c4)c3c2=O)cc1 | 13 | -4 | 11 | -2 | -3 | 0.1 | -2.8 | 3 | 20 | -8
Cc1ccc(S(=O)(=O)N2CCC(C(=O)OCC(=O)N3CCCC(C)C3)CC2)cc1C (configuration not stated) | 4 | 29 | . | -4 | . | 0.5 | -0.6 | -1 | 1 | -5
Cc1cc(C)c(S(=O)(=O)n2ccc(-c3ccc(OCCN(C)c4ccccn4)cc3)n2)c(C)c1 | 0 | -9 | 17 | -7 | 0 | . | i | -2 | 2 | 2
COc1cc(C(=O)NCc2ccccc2)ccc1OC(F)F | 2 | 3 | 0 | -16 | 4 | -0.1 | -0.1 | -1 | -1 | -1
Cc1nn2c(-c3ccc(S(=O)(=O)N4CCN(C)CC4)o3)nnc2c2ccccc12 | -7 | 2 | -6 | -14 | 2 | 1.0 | -0.6 | -7 | 9 | -3
O=C(Nc1cc(S(=O)(=O)N2CCOCC2)ccc1N1CCOCC1)c1cn2ccccc2n1 | 6 | -1 | 7 | -9 | 1 | 0.5 | i | 0 | -28 | -6
COC(=O)c1ccc(N2CCN(C(C)=O)CC2)c(NC(=O)COc2ccccc2C)c1 | -7 | 8 | 38 | 5 | 3 | 1.8 | 2.4 | -4 | 2 | -3
COc1ccc(NC(=O)c2ccccc2Oc2ccccc2)cc1 | 6 | 31 | 17 | -15 | 3 | 0.6 | -0.5 | -4 | 5 | 2
CC(C)n1c(O)c(N=NC(=O)CNC(=O)CCc2ccccc2)c2ccccc21 | -2 | 9 | 9 | 0 | 3 | 0.2 | -0.3 | -45 | 3 | -11
O=C(Nc1ccc(CN2CCCCC2)cc1)c1ccc2c(c1)OCO2 | -1 | 1 | 28 | -2 | -5 | . | i | -1 | 7 | -4
Cc1ccc(CNC(=O)CSc2ccc(-c3ccco3)nn2)cc1 | -11 | 3 | 16 | 7 | -2 | . | -0.4 | -3 | -3 | -6
Cc1cccc(C(C(C(=O)c2ccccc2)N2CCOCC2)N2CCOCC2)c1 (configuration not stated) | -7 | 5 | . | -8 | . | 2.7 | i | . | -4 | 2
O=c1c2ccccc2nc(CNc2ccccc2)n1-c1ccccc1 | -2 | -2 | -8 | 1 | 3 | 0.9 | i | -2 | 11 | 11
Cc1nc(-c2ccc3c(c2)CCC(=O)N3)cs1 | 1 | 7 | 32 | -3 | 2 | 0.8 | 12 | 6 | 5 | 8
O=C1C2ON(c3ccc(Cl)cc3)C(c3ccco3)C2C(=O)N1c1ccccc1 (configuration not stated) | 11 | -9 | 10 | -2 | 4 | . | i | 0 | -16 | 4
Cc1ccc(-n2c(C)cc(/C([O-])=C(/C(=S)Nc3ccc(F)c(Cl)c3)[n+]3ccccc3)c2C)cc1 | 0 | -3 | 8 | . | -2 | . | 11 | -11 | 12 | -3
CC1(C)CC(=O)C=C(c2n[nH]nc2C2=CCCCC2)C1 | 1 | 4 | . | . | . | -0.1 | i | . | -1 | -10
O=C(NCCN1C(=O)S/C(=C\c2ccc(OC(F)F)cc2)C1=O)c1cnccn1 | 10 | 7 | -13 | -7 | 2 | -0.4 | i | -3 | 5 | 5
COc1cccc(-c2csc(N3CCN(C(=O)Nc4ccccc4OC)CC3)n2)c1 | 2 | 14 | 9 | 12 | 4 | -1.4 | -0.5 | 5 | 1 | 0
CCOc1ccc(CC(=O)Nc2ccc(S(=O)(=O)Nc3cc(C)on3)cc2)cc1OCC | -5 | -2 | -19 | 3 | 1 | . | . | -2 | 12 | -10
COc1ccc(C2/C(=C(/O)c3cnn(-c4ccccc4)c3C)C(=O)C(=O)N2CCN(C)C)cc1OC (configuration not stated) | 13 | -3 | . | . | . | 1.4 | -0.4 | . | 11 | -4
O=C(C1CCCO1)N1CCN(C(=S)Nc2ccc(Cl)cc2)CC1 (configuration not stated) | 2 | -8 | -5 | -9 | 4 | 1.1 | -0.4 | -3 | -6 | -8
CCOP(=O)(Nc1ccc2oc(=O)c3ccccc3c2c1)OCC | -2 | 3 | 7 | -8 | 0 | 0.6 | -0.9 | -2 | 37 | -6
O=C(Nc1ccc(S(=O)(=O)N2CCOCC2)cc1)c1ccc(=O)[nH]c1 | 2 | . | -9 | -3 | -4 | 1.7 | . | 5 | 2 | 5
COc1ccc(CN(C(=O)c2ccc(-c3ccccc3)[nH]2)C(C(=O)NCC2CCCO2)c2ccc(C)o2)cc1 (configuration not stated) | 9 | 21 | 18 | -2 | -2 | . | -0.4 | -3 | -4 | 0
COc1ccc(OCc2cc(C(=O)NCCCc3ccccc3)no2)c(Cl)c1 | 11 | 44 | 10 | -6 | 5 | 0.7 | . | -22 | -4 | -5
O=C(CCc1ccccc1)Nc1ccccc1[N+](=O)[O-] | 5 | 6 | 36 | 15 | 0 | . | i | 5 | -3 | -4
C#CC[N+](C)(C)CC#Cc1ccc(Cl)cc1 | 1 | 2 | 22 | -13 | 2 | -0.2 | 0.5 | -4 | -2 | 8
CC(=O)n1nc(-c2ccccc2)nc1NCc1ccc(F)cc1 | 9 | 12 | 5 | -17 | 1 | . | i | -8 | -1 | 7
CCOc1ccccc1NC(=O)C1CCCN(S(=O)(=O)c2ccc3c(c2)C(C)(C)C(=O)N3C)C1 (configuration not stated) | 3 | 19 | 17 | 1 | 4 | 1.4 | . | 1 | 5 | 18
O=C(Nc1ccc(Cl)c(Cl)c1)c1ccco1 | -3 | -3 | 1 | 3 | 10 | 2.1 | i | 2 | -2 | 12
CCOC(=O)[C@H]1[C@H]2COc3cc(OC)ccc3[C@@H]2N2C(=O)c3cc(OC)c(OC)cc3NC(=O)[C@@]12C | -10 | -5 | . | -8 | . | 2.0 | i | -23 | 5 | -4
CCOC(=O)C(NC(C)=O)C(=O)Nc1ccc(C)cc1C (configuration not stated) | -7 | -1 | 11 | 3 | 0 | 0.3 | i | -10 | 13 | 4
Cc1ccc(OCC(=O)NNC(=O)C2CCN(c3nccc(C)n3)CC2)cc1 | -10 | -2 | 34 | -5 | 4 | . | i | -1 | -3 | -1
CCN(CC)CCN(C(=O)c1ccc(S(=O)(=O)N(CC)c2ccccc2)cc1)c1nc2c(OC)ccc(OC)c2s1 | -7 | -2 | 11 | 18&36 | -2 | -1.3 | i | 6 | -9 | -1
COc1ccc(N2CCN(C3CCN(S(=O)(=O)c4ccc(F)cc4)CC3)CC2)cc1 | -4 | -6 | 13 | -14 | -7 | 2.5 | -0.3 | 5 | -22 | -7
COc1ccc2c(c1)C(C)=CC(C)(C)N2C(=O)CN1C(=O)CCC1=O | 5 | -5 | 27 | -7 | -2 | . | -0.5 | 7 | 0 | -4
Cc1cc(CSc2ccccc2)ccc1NC(=O)COc1ccccc1 | -5 | 22 | 25 | -16 | -3 | . | -14 | 8 | 3 | 3
CC1CC(C)CN(C(=O)Cn2c(SCC(=O)N3CCc4ccccc4C3)nc3ccccc32)C1 (configuration not stated) | 6 | 21 | 48 | -5 | 1 | . | i | -14 | -39 | -3
COc1ccc(OCC(=O)OCC(=O)Nc2ccc(S(=O)(=O)N3CCCCC3)cc2)cc1 | 0 | 4 | 8 | -5 | 0 | . | -1.0 | -2 | 7 | -2
CN1CCC[C@@H]1CCO[C@](C)(c1ccccc1)c1ccc(Cl)cc1 | 5 | -5 | . | -7 | . | 1.2 | i | . | 7 | -9
COc1ccc(-c2nnc(Nc3ccc(S(=O)(=O)Nc4nccs4)cc3)c3ccccc23)cc1 | -11 | 19 | 8 | -27 | 2 | 1.1 | i | . | -11 | -6
c1ccc(-c2noc(CSc3nnc(Cc4cccs4)n3-c3ccccc3)n2)cc1 | 4 | 1 | 27 | 3 | 2 | . | -7.7 | -9 | -9 | 5

High-throughput results as filed in PubChem.
